DT40 TDP1 no CPT = qHTS for Inhibitors of human tyrosyl-DNA phosphodiesterase 1 (TDP1): qHTS in cells in absence of CPT. 420,000 compounds, 15% hits. DT40 Tdp1-/- hTDP1 cells, no CPT, ATP luminescence, 48 h. Potency, µM (highest dose often 46.2 µM), for inactives: top-dose activity change, negative = growth inhibition, actives largely listed as inhibitors; further: nearly all actives have a fitted effect of over 55% in size
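Chicken DT40 Tdp1-/- cells complemented with human TDP1, screened without camptothecin (DMSO vehicle only), 400 cells/well. Compounds pin-transferred, cells incubated at 37 °C for at least 48 hr. Growth read as ATP-dependent luminescence (CellTiter-Glo, 30 min at RT).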
TDP1 cell CPT = qHTS for Inhibitors of human tyrosyl-DNA phosphodiesterase 1 (TDP1): qHTS in cells in presence of CPT. chicken DT40 Tdp1-/-;hTDP1 cells + 20 nM CPT, ATP luminescence, 48 h. Potency, µM (top dose mostly 46.2 µM), without a hit: at the top dose activity change, negative = growth inhibition, usual class: inhibitors. 420,000 compounds, 12% hits; further: nearly all actives have a fitted effect of over 55% in size
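Cell growth measured by CellTiter-Glo luminescence after a minimum 48 h, 37 C compound exposure with 20 nM CPT in Tdp1-knockout DT40 cells stably expressing hTDP1, seeded 400/well; qHTS titration format.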
TDP1 inh = qHTS Assay for Inhibitors of Tyrosyl-DNA Phosphodiesterase (TDP1); Tyrosyl-DNA phosphodiesterase 1 (Homo sapiens), Q9NUW8; recombinant TDP1, AlphaScreen DNA substrate cleavage; Potency, µM (titrated, usually from 130 µM), without a hit: top-dose activity change, negative = inhibition, usual class: inhibitors; 350,000 compounds, 0.28% hits; AID 485290, 2010; further: nearly all actives have a fitted effect of over 40% in size
Target sequence (Q9NUW8 whole entry, looked up): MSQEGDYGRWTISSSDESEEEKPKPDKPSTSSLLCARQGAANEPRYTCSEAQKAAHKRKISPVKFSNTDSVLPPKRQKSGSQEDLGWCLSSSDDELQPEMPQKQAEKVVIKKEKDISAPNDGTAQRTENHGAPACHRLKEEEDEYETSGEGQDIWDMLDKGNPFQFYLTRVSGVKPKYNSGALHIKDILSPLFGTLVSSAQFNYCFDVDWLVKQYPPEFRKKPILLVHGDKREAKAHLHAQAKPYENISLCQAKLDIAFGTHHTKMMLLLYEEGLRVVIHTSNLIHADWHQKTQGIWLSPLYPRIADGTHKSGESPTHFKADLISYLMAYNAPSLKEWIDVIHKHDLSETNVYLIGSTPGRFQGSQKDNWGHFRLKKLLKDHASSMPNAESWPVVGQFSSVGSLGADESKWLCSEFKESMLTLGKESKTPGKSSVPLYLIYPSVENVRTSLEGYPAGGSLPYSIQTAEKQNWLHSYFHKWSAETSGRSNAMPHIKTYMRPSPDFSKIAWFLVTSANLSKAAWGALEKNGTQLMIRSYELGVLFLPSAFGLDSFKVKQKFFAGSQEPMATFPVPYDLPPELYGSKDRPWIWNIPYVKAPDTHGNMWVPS
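Recombinant human Tdp1 (E. coli-expressed, 1 nM final) preincubated with compounds 15 min at room temperature, then 5'-biotin/3'-phosphotyrosine-FITC DNA substrate (15 nM final) added for 5 min. AlphaScreen beads (10 ug/ml final) added 10 min; cleavage lowers signal.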
Numbers without * were called inactive; ? = inconclusive; / = no result given; & = joins results of further samples; [ ] = dose if it differs, or a comment. The call rests on the fitted dose curve; in most records, active means well fitted curve in the direction sought with a large enough effect; inconclusive means small, poorly fitted or top-dose-only effect, or another doubt; inactive means no such curve, though single readings can be large; an effect the other way counts as inactive or inconclusive. On the % scale 0 is the no-effect control and ±100 the full control effect; potency means the concentration at half of the fitted maximal effect.

SMILES	DT40 TDP1 no CPT	TDP1 cell CPT	TDP1 inh
Cc1ccc(NC(=O)Cc2ccc(F)cc2)cc1	-6%	?	2%
Cc1ccc(S(=O)(=O)NCCCNC(=O)OCc2ccccc2)cc1	?	?	/
Cc1c(NC(=O)CSc2nnc(N)s2)c(=O)n(-c2ccccc2)n1C	1%	-2%	1%
O=C(Cc1ccc([N+](=O)[O-])cc1)NCCc1ccc2c(c1)OCO2	-29%	-25%	/
COC(=O)C1CC2=C(CCCC2=O)N(c2ccccc2)C1=O (configuration not stated)	-2%	-14%	/
Cc1ccc(-c2cc(C(=O)NCCc3ccccn3)c3ccccc3n2)c(C)c1	?	?	-1%
CCCCNc1nc(=S)n(-c2ccccc2)c(C)c1C(C)=O	23µM*	16µM*	5%
COc1ccc(NC(=O)N(C)C[C@@H]2Oc3ccc(NC(=O)NC(C)C)cc3CC(=O)N([C@H](C)CO)C[C@@H]2C)cc1	5%	-21%	1%
COC(=O)c1ccc(OC(=O)C2CSC3(C)CCC(=O)N23)cc1 (configuration not stated)	1%	-4%	-3%
O=C(NC1(C(F)(F)F)NC(=O)N(Cc2ccco2)C1=O)c1cccs1 (configuration not stated)	-7%	5%	-4%
Cn1nc(-c2ccccc2F)c2cc(C(=O)NCc3ccccc3Cl)sc21	?	?	4%
Cc1ccc(NC(=O)Nc2ccc3c(c2)nnn3C)cc1C	-2%	13%	/
CCOC(=O)N1CCC(NC(=O)c2cc(C(=O)Nc3ccc(S(=O)(=O)N4CCOCC4)cc3)ccc2CO)CC1	-29%	?	-5%
COC(=O)C1=C(C(=O)OC)[C@@H]2Nc3ccccc3[C@@]23C[C@@H](C(=O)OC)N=C3N1	-7%	-5%	7%[21 µM]
O=C(Cn1c(NCCCO)nc2ccccc21)c1cccs1	-20%	-5%	/
CC1CCC2(CC1)NC(=O)N(NC(=O)c1cccs1)C2=O (configuration not stated)	-6%	7%	1%
O=C(CCc1ccc(O)c(O)c1)NNC(=S)NCCc1ccccc1	?	?	0%
COc1ccc(Cl)cc1NC(=O)CSc1nnc(CNC(=O)c2ccco2)o1	21%	-16%	3%
COC(=O)c1ccccc1CCC(C)=O	16µM*	?	-2%
Cc1ccc(-n2ncc3c(=O)n(Cc4ccccc4C)cnc32)cc1C	?	-8%	0%
COc1ccc(NC(=O)c2noc(C(C)C)c2[N+](=O)[O-])cc1	?	?	1%
CCC(C(=O)NC1CCCC1)N(C(=O)Cn1nnc(-c2ccc(OC)c(OC)c2)n1)C1CCCCC1 (configuration not stated)	?	13µM*	1%
CCc1nn2c(=O)c(S(=O)(=O)Nc3ccc(C)cc3C)c(C)nc2s1	?	?	2%
CCOc1ccc(CCN2C(=O)C(=O)N([C@@H](Cc3ccccc3)CN3CCC[C@H]3CN3C(=O)C(=O)NC[C@@H]3Cc3ccc(O)cc3)C[C@@H]2Cc2ccc(O)cc2)cc1	?	?	/
CCOc1ccc(CCNC(=O)c2cc(=O)[nH]c3ccc(S(=O)(=O)N4CCCCC4)cc23)cc1OCC	-5%	-1%	8%
COc1ccc(-c2cc(C(F)(F)F)n3ncc(C(=O)NCc4ccco4)c3n2)cc1	?	-17%	-2%
Cc1cc(NC(=O)Nc2cccc(Cl)c2)n(C(C)(C)C)n1	?	?	1%
Cc1nc(SCC(=O)Nn2c(-c3ccccc3)nc3ccccc3c2=O)n[nH]1	-7%	-19%	8%
COc1ccccc1NC(=O)CSC1=NC(=O)C(NC(C)=O)C(=O)N1 (configuration not stated)	-7%	5%	-6%
CCCCC(=O)Nc1ccc(NC(=O)CC)cc1OC	-7%	-11%	6%
COc1ccc2[nH]c(=O)c(CN(CC3CCCO3)C(=S)Nc3ccc(C)cc3)cc2c1 (configuration not stated)	16µM*	-29%	0%
O=C(Nc1nnc(S(=O)(=O)N2CCCCCC2)s1)c1ccccc1Br	-18%&-10%	-13%&-25%	10%
CN(CC(=O)Nc1cccc(F)c1)C(=O)c1ccc(NC2CC2)c([N+](=O)[O-])c1	-26%	?	/
Fc1cccc(F)c1-n1c(CN2CCOCC2)csc1=S	-7%	-3%	-5%
O=C(c1cc2ccccc2oc1=O)N1CCN(Cc2ccc3c(c2)OCO3)CC1	1%	-4%	4%
CC1CCN(S(=O)(=O)c2ccc3c(c2)oc(=O)n3CC(=O)N2c3ccccc3CC2C)CC1 (configuration not stated)	-24%	-36%	4%
CC(=O)Nc1ccc(S(=O)(=O)NCCC(=O)NCc2ccncc2)cc1	-4%	-11%	/
O=C1NC(=O)/C(=C/c2cccc(O)c2)N1	-25%	1%	4%
CSCC(C)N1CCC(CO)(CCc2ccccc2)CC1 (configuration not stated)	-21%	-22%	0%
CCOc1ccc(C2C3=C(CCCC3=O)OC(N)=C2[N+](=O)[O-])cc1 (configuration not stated)	4%	4%	7%
FC(F)(F)c1cccc(CON=C2CCN(c3ncc(C(F)(F)F)cc3Cl)CC2)c1	?	?	-2%
COC(=O)c1ccccc1C(=O)NCc1nc(N2CCCC2)c2cccc(C)c2n1	0%	1%	/
Cc1onc(-c2c(F)cccc2Cl)c1C(=O)N(C)CC(=O)Nc1cccc(F)c1	0%	11%	0%[0.505 µM]
COCCNC(=O)COC(=O)c1nsc(Cl)c1Cl	?	?	3%
CCOC(=O)c1ccc(S(=O)(=O)NNC(=O)c2cccc(N(C)C)c2)cc1	28%	1%	0%
Cn1c(NCc2cccc(Br)c2)nc2ccccc21	?	?	8%
COCCCn1c(Cc2csc(Nc3cccc(Cl)c3)n2)nnc1SCC(=O)OC	-7%	-24%	-2%
O=C(CN(c1ccc(F)cc1)S(=O)(=O)c1ccccc1)NC1CCCCCC1	-20%	?	2%

Compounds from the list above that contain a furan ring, fused or not (three):
SMILES	DT40 TDP1 no CPT	TDP1 cell CPT	TDP1 inh
O=C(NC1(C(F)(F)F)NC(=O)N(Cc2ccco2)C1=O)c1cccs1 (configuration not stated)	-7%	5%	-4%
COc1ccc(Cl)cc1NC(=O)CSc1nnc(CNC(=O)c2ccco2)o1	21%	-16%	3%
COc1ccc(-c2cc(C(F)(F)F)n3ncc(C(=O)NCc4ccco4)c3n2)cc1	?	-17%	-2%

Other compounds.
SMILES	DT40 TDP1 no CPT	TDP1 cell CPT	TDP1 inh
CNC(=O)c1cn(-c2ccc(Cl)cc2)c(=O)c2ccccc12	-24%	-11%	2%
COc1ccc(OCCSc2nnc(C(C)NC(=O)c3ccccc3F)n2C)cc1 (configuration not stated)	-1%	-18%	5%
O=CN1CCN(C(=O)c2cccc([N+](=O)[O-])c2)CC1	21%	-5%	/
CCc1ccc(NC(=O)c2noc(C(C)C)c2[N+](=O)[O-])cc1	?	?	3%
O=[N+]([O-])c1cccc(C(O)C23CN4CN(CN(C4)C2)C3)c1 (configuration not stated)	-5%	9%	5%
CC(C)(CNC(=O)CNC(=O)c1ccc(Cl)cc1Cl)N1CCOCC1	0%	-3%	11%
CNC(=O)C[C@H]1C(=O)N(CCc2ccccc2)C[C@@H]1c1ccc(OC)cc1	-18%	-10%	/
COc1ccccc1N1CCN(C2C(=O)Nc3ccccc3-n3nnnc32)CC1 (configuration not stated)	?	?	/
COC(=O)c1sccc1NC(=S)N1CCN(c2ccc(F)cc2)CC1	-9%	?	5%
O=c1c2cnn(-c3ccc(F)cc3)c2ncn1Cc1cccc(Cl)c1	-27%	-18%	0%
COc1cc(/C=N/N=C2/NC(=O)C(c3ccccc3)S2)ccc1O (configuration not stated)	0%	4%	0%
Cc1ccc(NC(=O)CCc2nnc3ccc(N4CCC5(CC4)OCCO5)nn23)cc1F	1%	-22%	1%
Oc1oc(-c2ccc(Br)cc2)nc1/C=N/c1ccccn1	-1%	0%	1%
O=C(COC(=O)c1cnccn1)Nc1cccc2ccccc12	-8%	-9%	2%
O=C1NCCCC1C(=O)N/N=C/c1cccc([N+](=O)[O-])c1 (configuration not stated)	-16%	7%	-3%
O=C(CCn1c(=S)oc2ccccc21)Nc1cccc(O)c1	3%	7%	-3%
Cc1ccc(NC(=O)c2cc([N+](=O)[O-])ccc2NCc2cccnc2)cc1	-24%	-14%	4%
COc1cc(OC)c(OC)cc1CN1CCSCC1	-2%	-4%	/
O=C(NCCN1CCCCC1)Nc1ccc(Cl)cc1	-2%	29%	/
COc1cccc(NC(=O)c2ccccc2Br)c1	-19%	14%	/
CC(CNS(=O)(=O)c1ccc(Br)cc1)CN(C)C (configuration not stated)	-28%	-10%	5%
CCc1noc(C)c1C(=O)NNC(=O)c1ccc(F)cc1	1%	-19%	-5%
COc1ncc2nc(-c3ccc(F)cc3)c(=O)n(Cc3cccs3)c2n1	4%	-2%	/
CCc1ccc(N(CC(=O)NC(C)C)C(=O)CCC(=O)Nc2ccccn2)cc1	2%	2%	2%
COc1ccc(N2CCN(C(=O)CN3C(=O)c4ccccc4S3(=O)=O)CC2)cc1	?	-13%	-5%
O=C(CSCc1ccc(Br)cc1)NCCc1ccccc1	-8%	-7%	/
O=C(NC1CCN(Cc2ccccc2)CC1)c1ccccc1OCc1ccccc1Cl	?	16µM*	9%
COc1cccc(OC)c1C(=O)Nc1ccc(C)cc1C(=O)c1ccccc1	?	?	3%
COc1ccc(CCC(=O)Nc2ccc3c(c2)OCO3)cc1OC	-4%	-5%	6%
CCOC(=O)c1c(CSc2ccccc2)oc2cc(Br)c(O)c(CN(C)C)c12	?	16µM*	6%
COc1cccc(-n2cc(C(=O)NCCCOC(C)C)c3ccccc3c2=O)c1	6%	-9%	/
COc1cccc(-c2nc(=S)c3c(n2CCCO)CCCC3)c1	-22%	-17%	7%
Cc1onc(-c2ccccc2Cl)c1C(=O)N(Cc1nc(-c2ccccc2)no1)C1CCCCC1	18µM*	?	-2%
CC1(C)OC2C(CO)OC(n3cnc4c(=O)[nH]c(N)nc43)C2O1 (configuration not stated)	-5%	-3%	6%[56.1 µM]
O=C(CN(C1CCCCC1)S(=O)(=O)c1ccccc1)NCC1CCCO1 (configuration not stated)	-2%	3%	2%
COc1ccc(C(C)=O)cc1CN1C(=O)NC2(CCCCC2)C1=O	?	0%	3%
Cc1ccc(NC(=O)c2c(NC(=O)C(F)(F)F)sc3c2CCCCC3)cc1	3.7µM*	2.6µM*	1%[12.3 µM]
O=C(O)CSc1nc(-c2ccccc2)nc2c1CCCC2	19%	-11%	/
Cc1ccccc1NC(=O)c1c(-c2ccccc2)noc1C	9.2µM*	12µM*	7%
COCCc1nnc(NC(=O)C23CC4CC(CC(C4)C2)C3)s1	-15%	-2%	/
CCCCC(=O)Nc1ccc(NC(=O)c2ccc(C)c([N+](=O)[O-])c2)cc1OC	-29%	-21%	6%
NC(=O)c1cc2cc(Br)ccc2o/c1=N/NC(=O)c1cccc(F)c1	16%	-23%	/
Cc1sc2nc(SCC(=O)NCc3ccco3)n(CCc3ccccc3)c(=O)c2c1C	?	?	0%
COc1ccccc1-c1cc(NC=O)c2ncc(-c3ccc(S(C)(=O)=O)cc3)n2c1	9.2µM*	12µM*	/
Cc1nn(-c2ccccc2)c(C)c1/C=C1\C(=O)N(C)C(=S)N1C	16µM*	?	-1%
Cc1ccccc1NC(=O)c1ccc(CN2CC(=O)N3CCCCC3C2=O)cc1 (configuration not stated)	-10%	3%	/
C=CCc1cccc(OC)c1OCCOCCNCCO	-15%	-27%	-4%
Brc1ccc(N=Nc2ccc3ccccc3n2)cc1	?	-23%	7%

Next section, starting with the last 4 of the part before.
SMILES	DT40 TDP1 no CPT	TDP1 cell CPT	TDP1 inh
Cc1nn(-c2ccccc2)c(C)c1/C=C1\C(=O)N(C)C(=S)N1C	16µM*	?	-1%
Cc1ccccc1NC(=O)c1ccc(CN2CC(=O)N3CCCCC3C2=O)cc1 (configuration not stated)	-10%	3%	/
C=CCc1cccc(OC)c1OCCOCCNCCO	-15%	-27%	-4%
Brc1ccc(N=Nc2ccc3ccccc3n2)cc1	?	-23%	7%
CCc1ccc(N(CC(=O)Nc2ccc(OC)cc2OC)S(C)(=O)=O)cc1	-31%	-2%	1%
CC(C)CCc1noc(CN(CC2CCC2)CC2CCCO2)n1 (configuration not stated)	-17%	?	1%
O=C(COC(=O)c1ccc(S(=O)(=O)NCc2ccco2)cc1)NCc1ccc(F)cc1	-7%	-19%	-10%
CCCCNC(=O)C[C@@H]1C[C@@]2(C(=O)OC)CCCCC=C2N(Cc2cccc3ccccc23)C1=O	?	?	/
CC(C)(C)NC(=O)c1ccc(NC(=O)c2ccccc2-c2ccccc2C(=O)O)cc1	-3%	-10%	/
C/C(=N\Nc1cc(C)nc(-c2ccccc2O)n1)c1ccccc1	?	?	-5%

Hits appear at their usual frequency. About 18% of those tested had a hit in this group.
